LDHA inh: qHTS assay for inhibitors of human lactate dehydrogenase | L-lactate dehydrogenase A chain (Homo sapiens), P00338 | purified LDHA, NADH/diaphorase-resazurin fluorescence; hits give low values | activity change, % (values are at about 110 or 230 µM) | actives 0.15% (n = 480,000); in the data active means activity change below about -30%; inconclusive means mostly about -25% to -30%;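 further: plate controls were DMSO wells for no effect and wells without enzyme for full effect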
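Enzyme activity of human lactate dehydrogenase 5 (2 nM; 0.06 mM NADH, 0.2 mM pyruvate, 5 min, RT) is measured via a resazurin/diaphorase fluorescence readout of residual NADH.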
Pol eta inh: qHTS for Inhibitors of Polymerase Eta; Potency, µM (series often up to 114 µM), inactives show at the highest dose activity change, negative = inhibition, hits mostly inhibitors; recombinant Pol eta, fluorescent DNA replication assay; DNA polymerase eta (Homo sapiens), Q9Y253; AID 588591, 2011; actives 1.2% (n = 390,000); further: potency means the concentration at half of the fitted maximal effect; on the % scale 0 is the no-effect control and ±100 the full control effect
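Pol eta at 10 nM preincubated with compounds 15 min at room temperature; reaction started with fluorescent substrate (50 nM final) and read kinetically at 0 and 10 min.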
APEX1 inh: qHTS Assay for Inhibitors of the Human Apurinic/apyrimidinic Endonuclease 1 (APE1) | DNA repair nuclease/redox regulator APEX1 (Homo sapiens), P27695 | recombinant APE1, TAMRA/BHQ-2 abasic DNA cleavage fluorescence | Potency, µM (titrated, usually from 65.8 µM), for the others: at the top dose activity change, negative = inhibition, actives largely listed as inhibitors | actives 0.35% (n = 350,000) | AID 2517, 2012;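 further: potency means the concentration at half of the fitted maximal effect; plate controls were vehicle for no effect and reference inhibitor for full effect; nearly all actives have a fitted effect of over 55% in size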
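APE1 at 0.75 nM final was preincubated with compound 15 min at room temperature, then 50 nM double-stranded THF abasic-site substrate (5'-TAMRA/3'-BHQ-2) was added. Fluorescence (ex 525/em 598 nm) was read kinetically; third-minus-first read gave activity.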
Pol kappa inh: qHTS for Inhibitors of Polymerase Kappa | actives 0.53% (n = 400,000) | purified Pol kappa, fluorescent DNA synthesis assay, 10 min | DNA polymerase kappa (Homo sapiens), Q9UBT6 | Potency, µM (top dose mostly 107 µM), for the others: at the top dose activity, negative = inhibition, usual class: inhibitors; further: potency means the concentration at half of the fitted maximal effect; on the % scale 0 is the no-effect control and ±100 the full control effect
Target sequence (Q9UBT6 whole entry, looked up): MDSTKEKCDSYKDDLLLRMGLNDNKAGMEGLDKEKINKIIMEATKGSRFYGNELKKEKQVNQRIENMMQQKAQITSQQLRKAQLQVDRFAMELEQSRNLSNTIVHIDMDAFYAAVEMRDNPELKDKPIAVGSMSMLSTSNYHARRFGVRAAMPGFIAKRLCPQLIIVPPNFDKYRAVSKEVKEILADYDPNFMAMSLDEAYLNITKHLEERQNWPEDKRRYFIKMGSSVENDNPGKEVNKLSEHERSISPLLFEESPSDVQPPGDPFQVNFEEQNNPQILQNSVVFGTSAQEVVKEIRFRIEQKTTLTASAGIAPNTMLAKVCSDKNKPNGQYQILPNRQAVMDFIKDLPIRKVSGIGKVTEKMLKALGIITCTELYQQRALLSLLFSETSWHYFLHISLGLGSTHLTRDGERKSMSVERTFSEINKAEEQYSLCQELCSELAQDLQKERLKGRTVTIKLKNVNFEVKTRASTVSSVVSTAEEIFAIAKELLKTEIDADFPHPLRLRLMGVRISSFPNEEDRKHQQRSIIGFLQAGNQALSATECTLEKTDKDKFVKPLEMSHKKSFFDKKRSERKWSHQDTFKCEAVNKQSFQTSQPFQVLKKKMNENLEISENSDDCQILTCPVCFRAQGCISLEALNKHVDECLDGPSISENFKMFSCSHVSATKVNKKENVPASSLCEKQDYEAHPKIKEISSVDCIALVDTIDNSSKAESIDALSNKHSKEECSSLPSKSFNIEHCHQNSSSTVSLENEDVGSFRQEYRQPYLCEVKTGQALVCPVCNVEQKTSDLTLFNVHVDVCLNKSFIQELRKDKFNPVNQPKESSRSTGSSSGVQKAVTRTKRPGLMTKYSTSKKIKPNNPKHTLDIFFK
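Readout: fluorescence, taken kinetically at 0 and 10 min. Conditions: 10 nM Pol kappa, 15 min RT compound preincubation, 50 nM substrate final. Controls: enzyme-free buffer wells.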
Apoferritin bind: qHTS Assay for Identification of Novel General Anesthetics | apoferritin/1-aminoanthracene competitive binding, fluorescence | Ferritin light chain (Equus caballus), P02791 | actives 0.074% (n = 350,000) | Potency, µM (top dose mostly 77.5 µM), inactives show at the highest dose activity change, negative = displacement, hits mostly inhibitors; further: potency means the concentration at half of the fitted maximal effect; on the % scale 0 is the no-effect control and ±100 the full control effect; nearly all actives have a fitted effect of over 20% in size
Target sequence (P02791 2-175 limits assumed): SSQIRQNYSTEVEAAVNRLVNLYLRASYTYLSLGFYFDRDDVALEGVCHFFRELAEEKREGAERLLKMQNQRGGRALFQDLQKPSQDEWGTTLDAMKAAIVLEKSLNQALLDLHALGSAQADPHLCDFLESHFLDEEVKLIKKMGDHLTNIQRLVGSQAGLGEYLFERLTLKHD
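Horse-spleen apoferritin (10 uM) in 50% saturated 1-aminoanthracene in PBS was incubated 10 min at room temperature with compound. Fluorescence (ex 380, em 535 nm) was normalized to free and bound 1-AMA, with concentration-response fitted by a four-parameter Hill equation.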
RGS4 inh: Inhibitors of Regulator of G Protein Signaling (RGS) 4: qHTS | Potency, µM (top dose mostly 114 µM), for inactives: at the top dose activity change, negative = inhibition, usual class: inhibitors | Regulator of G-protein signaling 4 (Homo sapiens), P49798 | Transcreener GDP fluorescence polarization, RGS4-accelerated GTP hydrolysis | actives 0.039% (n = 390,000); further: potency means the concentration at half of the fitted maximal effect; on the % scale 0 is the no-effect control and ±100 the full control effect; nearly all actives have a fitted effect of over 75% in size; some results filed as inactive show a strong effect at the top dose
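MLSMR compounds (23 nl, pin-transferred) preincubated 10 min at room temperature with a 500nM (2x) first reagent, then RGS4 at 900nM (2x) plus Transcreener GDP mix added; fluorescence polarization (620/688 nm) read before and after 90 min at 30 °C.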
ALOX12 inh: Primary qHTS assay for inhibitors of human arachidonate 12S-lipoxygenase (ALOX12): Round 2 | purified 12hLO, xylenol orange hydroperoxide absorbance | Potency, µM (highest dose often 108 µM), for inactives: at the top dose activity change, negative = inhibition, actives largely listed as inhibitors | actives 1.1% (n = 580,000); further: potency means the concentration at half of the fitted maximal effect; on the % scale 0 is the no-effect control and ±100 the full control effect
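Hydroperoxide product was detected by ferrous iron/xylenol orange as the 573 to 405 nm absorbance ratio. Arachidonic acid at 40 uM (final) was turned over for 30 min at room temperature by 150 nM human 12hLO, pH 7.0 Hepes buffer, after 15 min compound preincubation.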
POLB inh: qHTS Assay for Inhibitors of DNA Polymerase Beta; Potency, µM (top dose mostly 114 µM), for the others: top-dose activity change, negative = inhibition, hits mostly inhibitors; Pol beta primer extension/strand displacement, fluorescence kinetic; actives 1.3% (n = 340,000); further: potency means the concentration at half of the fitted maximal effect; on the % scale 0 is the no-effect control and ±100 the full control effect
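Values derive from four-parameter Hill fits of normalized kinetic data: reads at 0 and 10 min following addition of 50 nM substrate to 10 nM Pol beta preincubated 15 min with compound.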
ERG-DNA inh: qHTS for Small Molecule Inhibitors of the ERG Ets/DNA interaction; Transcriptional regulator ERG (Homo sapiens), P11308; fluorescence polarization, His-ERG Ets domain / labelled DNA; Potency, µM (highest dose often 76.9 µM), for the others: at the highest dose FP activity, negative = inhibition, usual class: inhibitors; actives 0.028% (n = 370,000); AID 624246, 2012; active means well fitted inhibition curve with a large enough effect in the polarisation, with a control signal flat; inconclusive means small, poorly fitted or top-dose-only effect, or effect the other way, or a change in a side signal; inactive means no such curve, though single readings can be large or run the other way; the % refers to the polarisation;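 further: polarization taken with two DNA probes labelled with fluorescein and Texas red; potency means the concentration at half of the fitted maximal effect; % of control where 0% means no effect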
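His-tagged ERG Ets domain (1 uM in the protein solution; 300mM KCl, 50mM Tris-HCl, 1mM EDTA, 1mM DTT, pH 7.5) received compound, then a probe mix of 5 nM fluorescein-DNA and 100nM Texas-615-DNA. Fluorescence polarization was read for both dyes.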
* hit, by the source's call; i = inactive; ? = inconclusive; / = not tested or not shown; & = joins results of further samples; ! = not active in a repeat; [ ] = dose if it differs, or a comment. Unless noted, the call rests on the fitted dose curve; in most records, active means well fitted curve in the direction sought with a large enough effect; inconclusive means small, poorly fitted or top-dose-only effect, or another doubt; inactive means no such curve, though single readings can be large; an effect the other way counts as inactive or inconclusive. These rows are one share of the data. The share of hits here may be higher or lower than overall.

SMILES | LDHA inh | Pol eta inh | APEX1 inh | Pol kappa inh | Apoferritin bind | RGS4 inh | ALOX12 inh | POLB inh | ERG-DNA inh
COc1ccc(CC(=O)Nc2cccc(SC)c2)cc1 | 1.7 | -12.2% | -5.1% | -3.8% | -7.0% | -17.5% | -25.7% | 9.1% | /
CC(=O)Nc1ccccc1-c1nc2ccccc2n(C(C)C(=O)Nc2cc(Cl)ccc2C)c1=O (centres undefined) | -0.2 | / | / | -0.5% | -11.1% | 6.7% | -8.4% | ? | 2.8%
CCOC(=O)c1nncc(-c2ccccc2)n1 | -6.4 | -17.6% | 7.3% | -14.3% | / | 0.0% | 0.1% | / | -3.9%
CCOc1ccc(C(C)NC(=S)NC2CCCCC2)cc1OCC (centres undefined) | -0.4 | ? | ? | -7.9% | -15.0% | 4.1% | ? | 1.8% | 1.3%
Cc1nn(C)cc1C(=O)NNC(=S)Nc1ccccc1 | 2.7 | 4.3% | 3.9% | -19.6% | -2.2% | -1.9% | 0.0% | -9.2% | -10.3%
Cc1ccc(N(CC(C)C)S(=O)(=O)c2nnc(NC(=O)C(C)C)s2)cc1 | -7.5 | -10.8% | / | 6.1% | 96.1%[activator] | -5.5% | -8.2% | -1.2% | 1.8%
Cc1ccc(NC(=S)N/C(=N/S(=O)(=O)c2ccccc2)c2ccccc2)cc1 | -6.5&-2.1 | -13.3%&-5.7% | -0.1% | -4.3%&-8.7% | -23.0% | ? | 35.5µM*! | 11.1% | 5.0%&-2.7%
COc1ccc(S(N)(=O)=O)cc1C(=O)NCCCN1CCN(c2ccccc2OC)CC1 | -2.0 | -6.6% | 6.5% | -10.3% | -6.9% | 26.5% | 3.7% | 0.8% | 0.9%
COc1ccccc1C(=O)N1CCCC1(C#N)c1ccccc1 (centres undefined) | -3.6 | -12.6% | -3.9% | -0.3% | -5.9% | -5.9% | 9.4% | 0.5% | -1.2%
COCCCNC(=O)C[C@H]1C[C@H](C(=O)N2CCOCC2)[C@@]2(CCC3CCCC3)c3[nH]c4cc(CCC(=O)N(C)C)ccc4c3CCN2C1=O | -10.2 | -8.8% | 0.1% | -5.4% | / | 1.5% | -1.5% | / | 2.9%
CC(=O)c1cccc(NC(=O)c2onc(C)c2Cl)c1 | -3.3 | -17.6% | -11.4% | 6.0% | -4.0% | -5.6% | -8.2% | 3.3% | -2.2%
Cc1cc(C)nc(SCC(=O)Nc2ccc(S(=O)(=O)Nc3nccs3)cc2)n1 | -13.9 | -12.6% | 8.2% | -0.3% | -9.4% | 2.7% | 4.3% | -1.0% | 3.6%
COc1ccc(NC(=O)C(=O)NCC2CCCN2S(=O)(=O)c2cccs2)cc1 (centres undefined) | -2.0 | -11.0% | 5.3% | -13.3% | / | -17.0% | -12.0% | / | -7.4%
Cc1ccc(C(=O)Nc2ccccc2N2CCCC2)cc1 | 4.6 | -24.5% | 28.2% | -13.3% | -12.5% | -5.5% | ? | ? | -1.9%
COc1ccc(NC(=O)CC2SC(=Nc3ccccc3)NC2=O)cc1 (centres undefined) | -4.8 | -5.6% | -1.9% | -3.5% | -7.5% | -5.0% | -7.5% | -22.6% | -6.9%

The closing three compounds of the section above are carried over, then new ones follow:
SMILES | LDHA inh | Pol eta inh | APEX1 inh | Pol kappa inh | Apoferritin bind | RGS4 inh | ALOX12 inh | POLB inh | ERG-DNA inh
COc1ccc(NC(=O)C(=O)NCC2CCCN2S(=O)(=O)c2cccs2)cc1 (centres undefined) | -2.0 | -11.0% | 5.3% | -13.3% | / | -17.0% | -12.0% | / | -7.4%
Cc1ccc(C(=O)Nc2ccccc2N2CCCC2)cc1 | 4.6 | -24.5% | 28.2% | -13.3% | -12.5% | -5.5% | ? | ? | -1.9%
COc1ccc(NC(=O)CC2SC(=Nc3ccccc3)NC2=O)cc1 (centres undefined) | -4.8 | -5.6% | -1.9% | -3.5% | -7.5% | -5.0% | -7.5% | -22.6% | -6.9%
O=c1c2c3n(c(=O)nc2[nH]n1-c1ccccc1)CCCCC3 | -0.5 | -13.4% | 0.3% | -1.3% | -9.7% | 7.3% | 62.6%[activator] | 8.8% | 6.6%
Nc1sc2c(c1C(=O)NC1CCS(=O)(=O)C1)CCC2 (centres undefined) | 4.4 | 17.8µM* | -5.1% | -15.8% | -5.7% | -41.0%[11.4 µM] | / | -10.6% | 2.4%
Cc1cc(-c2ccccc2)c2ccc(NC(=O)C(C)(C)C)nc2n1 | 0.2 | -10.5% | 12.6% | 8.9% | ? | -16.0% | 2.1% | 0.6% | -2.5%
N=C1/C(=C\c2ccc(SCc3ccccc3)o2)C(=O)N=C2SC(CC(=O)N3CCOCC3)=NN12 | -3.2 | 56.2µM* | -7.9% | ? | 0.5% | 0.6% | ? | ? | -1.5%
CNCC(=O)NCC(=O)N[C@@H](Cc1ccccc1)C(=O)N[C@@H](CC(C)C)C(=O)O | / | / | -1.6% | -1.1%[19.4 µM] | 3.3% | i | -1.2%[12.5 µM] | / | /
CCCc1ccc2oc(C(=O)N3CCN(CC(=O)NC(C)C)CC3)c(C)c2c1 | -2.0 | -8.1% | 48.9% | 8.6% | -19.7% | -34.4% | 14.9% | -20.5% | 11.9%
COC(=O)c1c(-c2ccc(Br)cc2)csc1NC(=O)Cc1ccc(OC)c(OC)c1 | 1.6 | -24.9% | -5.1% | -1.1% | -12.8% | -3.2% | -16.0% | -1.3% | -1.8%
COc1cccc(-c2nnc(NC(=O)c3ccc(S(=O)(=O)N(CC(C)C)CC(C)C)cc3)o2)c1 | 3.9 | -6.6% | -9.2% | 9.4% | -5.3% | -36.7% | / | 13.9% | 14.3%
Clc1ccccc1CN1CCN(/N=C/C=C\c2ccco2)CC1 | 0.2 | -2.5% | -7.9% | 3.4% | -13.7% | -42.2% | ? | 10.4% | 3.7%
CCOC(=O)c1cnc2c(cnn2C)c1Cl | -4.6 | 7.3% | -1.5% | -1.7% | -1.2% | 4.5% | -6.0% | -5.1% | -1.0%
COc1cccc(NC(=O)CSc2ccc3nnc(-c4ccncc4)n3n2)c1 | -9.5 | -12.4% | -0.6% | 4.4% | -7.7% | -6.8% | -16.4% | -1.1% | 8.9%
COc1cccc(N(C(=O)c2ccco2)C(C(=O)NC2CCCC2)c2ccc(N(C)C)cc2)c1 (centres undefined) | -2.8 | -9.1% | -2.8% | -12.4% | 3.1% | -14.4% | 22.3% | 4.8% | -2.8%
Cc1oc(-c2ccccc2Cl)nc1CS(=O)(=O)CC(=O)NCCN1CCOCC1 | 0.3 | -11.0% | 8.7% | 14.7% | -13.7% | -17.0% | -0.6% | 27.0% | -8.6%
Cc1noc(C)c1CSCC(=O)N(C)CC(=O)Nc1ccccc1C(F)(F)F | -10.0 | -2.3% | 6.2% | -18.5% | / | -8.0% | 164.1%[activator] | / | 5.0%
CC(Sc1nnc(-c2ccccc2)c(-c2ccccc2)n1)C(=O)N1CCc2ccccc21 (centres undefined) | -1.7 | -13.6% | -4.3% | -0.6% | ? | -22.8% | -17.3% | -0.8%[57.1 µM] | -10.8%
COc1cccc(-c2cc(C(=O)N/N=C/c3ccco3)c3ccccc3n2)c1 | -3.9 | 0.1% | 20.0% | -12.9% | -9.4% | -14.3% | -22.8% | -0.1% | -15.4%
Cc1cc(OCc2ccc(F)cc2)nc(-c2ccccc2O)n1 | -6.4 | -12.8% | 10.6% | -1.1% | -14.3% | 12.9% | -0.9% | 25.1% | -1.5%
CC(CC(=O)NC1CCSC1=O)c1ccccc1 (centres undefined) | -2.6 | -15.4% | 14.8% | -3.2% | -0.2% | -4.7% | -5.8% | 0.7% | 1.8%
COc1cccc(-c2nc(CS(=O)(=O)CC(=O)N3CCN(c4cc(C)ccc4C)CC3)c(C)o2)c1 | 1.8 | 4.9% | / | -22.2% | 137.8%[activator] | 10.1% | -1.3% | -0.2% | 12.5%
NC(=O)c1ccc[n+](Cc2cccc3ccccc23)c1 | -0.5 | -9.6% | 0.8% | -5.9% | -7.5% | -19.7% | -9.0% | 0.3% | -9.7%
CC(=O)Nc1ccc(Nc2cc(N(C)C)c3nonc3c2[N+](=O)[O-])cc1 | -5.6 | -9.9% | -17.4% | -7.1% | 9.6% | -19.5%[56.9 µM] | 0.0% | -1.6% | -9.4%
O=C(CN1C(=O)/C(=C/c2ccco2)SC1=S)Nc1ccc(C(=O)O)c(O)c1 | -16.2 | 3.55µM* | ? | -8.4% | -21.1% | -13.4% | 28.2µM* | 11.2µM* | 11.3%
Cc1cccc(C(=O)Nc2ccc(C(=O)OCc3cc(=O)n4nc(CC(C)C)sc4n3)cc2)c1 | -13.3 | 2.2% | / | -8.8%[60.1 µM] | 3.1% | 20.9% | -14.6% | -3.0% | -4.2%
